# hcGAS lum: human cGAS inhibition; recombinant h-cGAS, ATP depletion, Kinase-Glo luminescence; inhibition, % at 12.5 µM; actives 0.081% (n = 290,000);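 also: 0% = vehicle reaction and 100% = reaction without DNA for no activity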
# Target sequence (Q8N884 whole entry, looked up): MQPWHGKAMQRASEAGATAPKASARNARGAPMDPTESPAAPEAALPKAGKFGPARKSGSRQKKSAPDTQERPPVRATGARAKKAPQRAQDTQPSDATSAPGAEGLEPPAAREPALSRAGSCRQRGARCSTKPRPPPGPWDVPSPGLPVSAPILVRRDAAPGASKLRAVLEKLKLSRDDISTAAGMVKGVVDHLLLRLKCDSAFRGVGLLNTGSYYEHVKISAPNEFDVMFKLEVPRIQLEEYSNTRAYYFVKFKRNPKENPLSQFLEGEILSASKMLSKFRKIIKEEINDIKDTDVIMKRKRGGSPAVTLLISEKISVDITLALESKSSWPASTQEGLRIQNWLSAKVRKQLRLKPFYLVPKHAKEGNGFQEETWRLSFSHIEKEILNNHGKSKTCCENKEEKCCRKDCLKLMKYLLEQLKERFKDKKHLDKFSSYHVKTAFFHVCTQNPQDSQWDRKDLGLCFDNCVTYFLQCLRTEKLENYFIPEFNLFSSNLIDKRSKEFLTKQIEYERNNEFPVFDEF
# mcGAS inh: blocks mouse cGAS activity | actives 0.15% (n = 160,000) | AID 1259399 | recombinant cGAS, Kinase-Glo ATP depletion luminescence | inhibition, % at 12.5 µM;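 also: 0% = negative control wells and 100% = reference inhibitor with no enzyme activity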
# NPYLR7 ag: activates Aedes aegypti NPYLR7 receptor. actives 0.15% (n = 270,000). AID 1259423. activation, % at 10 µM. HEK293T NPYLR7/Galpha15, GCaMP6s calcium fluorescence; in the data active = activation above about 40%;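 also: 0% = vehicle and 100% = reference agonist at the receptor; some compounds past the cut are filed as inactive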
# An asterisk follows results filed as active; / = not tested or not shown. Rule as the data show it, unless noted: active = inhibition above about 40%; inactive = the rest.
# Every second line gives: mcGAS inh | NPYLR7 ag | hcGAS lum
Cc1nc2c(c(N(C)C)n1)CCN(C(=O)C1CC(=O)N(C3CCCC3)C1)C2 (configuration not stated)
  -3 | / | -1
CCOC(=O)c1nn(-c2ccc(C)cc2)c(=O)c2c(NC(=O)Cc3ccc(Cl)cc3)scc12
  -7 | 4 | -7
c1ccc(-c2nc3c(c(N4CCN(Cc5cccc6cccnc56)CC4)n2)CCC3)cc1
  / | 1 | -8
COc1ccc(C(=O)COC(=O)c2ccc(OC)c(OC)c2OC)cc1OC
  / | -10 | -5
CC1(C(=O)NCC(F)(F)F)CC1(Cl)Cl (configuration not stated)
  5 | -5 | 2
Cc1cc(NC(=O)c2cc(=O)c3ccccc3o2)n(-c2nc(C)c(C)c(=O)[nH]2)n1
  -8 | 10 | -11
CN(C)c1ccc(C(F)(F)F)cc1NS(=O)(=O)c1ccccc1Cl
  / | -2 | -6
O=S(CSc1nc(Br)ns1)c1nc(Br)ns1 (configuration not stated)
  / | 4 | 5
COc1cccc(-c2cc(C(=O)NCC3(C)CC(C)=NO3)[nH]n2)c1 (configuration not stated)
  -17 | 8 | -4
CCc1cc(C)cc(OCCOc2ccc(/C=N\n3cnnc3)cc2)c1
  -7 | 0 | -4
Cc1cccc(C)c1OCc1n[nH]c(=S)n1N
  / | 4 | 1
CC(C)(C)c1cc(CN2CCCn3nc(C(=O)N4CCCC4)cc3C2)[nH]n1
  / | -6 | -3
COCCCN(Cc1c(-c2cccc(C)c2)noc1N1CCCC1)C(=O)c1cccc(OC)c1
  -4 | 1 | 0
Cc1cc(C)cc(N=C2NC(=O)/C(=C/c3ccc(Cl)cc3)S2)c1
  -7 | -6 | -2
CC(C)CNC(=O)NC(=O)C(C)SCCN(C)C (configuration not stated)
  / | 2 | -2
O=C(Nc1ccc(F)cc1)N1CCC(CCc2ccc(C(F)(F)F)cc2)CC1
  -4 | 4 | -4
O=C1CCC(C(=O)N2CCC(C(=O)N3CCOCC3)CC2)CN1CCCc1ccccc1 (configuration not stated)
  -3 | -1 | -6
CCCC(O)CN1CC(C)(C)CN(C(=O)c2ccc(OC)c(OC)c2)CC1=O (configuration not stated)
  -8 | 1 | -10
CN(C)c1ccc(NC(=O)c2cccc(F)c2)cc1CN(Cc1ccco1)C(=O)c1cccs1
  -7 | 3 | -4
CNS(=O)(=O)c1ccc(CN(C)Cc2ccc3nsnc3c2)cc1
  / | 3 | -4
Cc1cccc(Oc2cc(C(C)(C)C)nc(SCc3ccccc3Cl)n2)c1
  -6 | 1 | -6
Cn1nccc1C(=O)Nc1ccc(OC(=O)c2ccnn2C)cc1
  -6 | -7 | -7
CCCCCc1ccc(C(=O)N(CC(=O)N(Cc2ccccc2)Cc2sccc2C)C2CCCCC2)cc1
  -4 | 21 | 1
N#C/C(=C\c1cc(Cl)ccc1OCc1c(F)cccc1Cl)c1nn(CCO)c(N)c1C#N
  / | 0 | -3
Cc1ccc(-c2ccnc(NCC3(Cn4cccn4)CC3)n2)c(C)n1
  / | 23 | -1
NS(=O)(=O)c1cccc(NC(=O)CSc2nnnn2-c2ccc(O)cc2)c1
  4 | 0 | 9
Cc1ccccc1S(=O)(=O)NC(=O)C1(C)CCN1C(=O)Cc1ccc(C(C)(C)C)cc1 (configuration not stated)
  / | 5 | -8
COc1ccc(C2Nc3cccc4cccc(c34)N2)c(OC)c1OC
  -4 | 5 | 4
Cc1cc2c(cc1CN(C)Cc1c(C)noc1C)OCO2
  / | -1 | -3
CCC(NC(=O)c1cc(OC)c2c(c1)OCCO2)c1cccs1 (configuration not stated)
  / | 4 | -17
CC1CC1C(=O)Nc1cccc(C(=O)Nc2ccccc2C#N)c1 (configuration not stated)
  / | 0 | 5
CCC(=NNc1nc(C)cc(=O)[nH]1)C(CC)=NNc1nc(C)cc(=O)[nH]1
  / | 11 | -4
CCCCN(Cc1cccn1Cc1cccc(C)c1)C(=O)CN(CC(C)C)C(=O)c1ccc(Cl)cc1Cl
  -4 | -5 | 0
COc1cc(Br)c(S(=O)(=O)NC(=O)/C=C(/C)C2CC2)cc1OC
  / | 3 | -3
Cc1cc(F)ccc1NC(=O)CNCc1ccc2c(c1)OCO2
  / | 6 | 28
COc1cc(C(=O)Nc2nnc(Cc3ccccc3)s2)ccc1C
  / | 7 | -5
O=C(Nc1ccccc1F)N1CCN(CCc2ccccc2)CC1
  / | 4 | -8
COc1ccc(C(=O)N2CCN(C3=NS(=O)(=O)c4ccccc43)CC2)c(OC)c1
  -7 | -3 | -4
C=CCN1C(=O)C(=Cc2cccc(OC)c2O)SC1=S
  / | 5 | -11
N#Cc1cccc(NC(=O)N2CCCC2CN2CCCCC2)c1 (configuration not stated)
  -14 | 8 | -6
COc1ccccc1NC(=O)NCc1nnc(SCc2ccc(F)cc2)n1-c1cc(Cl)ccc1C
  -5 | -4 | -8
CC1(C(=O)NC2CCCC2)CCN1C(=O)c1ccccc1CCc1ccccc1 (configuration not stated)
  -4 | 5 | -6
Cc1ccc(O)c(NS(=O)(=O)c2c(C)nn(C(C)(C)C)c2C)c1
  -16 | 9 | -9
Brc1ccc2nc(-c3cccs3)c(NCc3ccccc3)n2c1
  -6 | 3 | -3
O=C(O)[C@H]1NCCC[C@H]1C(=O)O
  -1 | -1 | 8
O=C(NCCC(=O)N1CCOC(COCc2c(Cl)cccc2Cl)C1)OCc1ccccc1 (configuration not stated)
  -7 | / | -2
Cc1ccc(C)c(-n2nc(C)nc2C2CCNCC2)c1
  / | 3 | -7
Cc1ccsc1CN(Cc1ccc2c(c1)OCO2)C(=O)CN(C(=O)c1ccccc1F)C1CCCCC1
  -6 | -9 | -8
CN1C(=O)N(CCCc2ccncc2)C(=O)C12CCN(Cc1ccc3c(c1)OCO3)CC2
  -7 | 16 | -8
COc1ccc2[nH]c3c(c2c1)CCN(C(=O)c1ccc(OC)c(C(F)(F)F)c1)C3c1ccc(-c2ccccc2C(F)(F)F)o1 (configuration not stated)
  -7 | 6 | -15
COc1ccccc1NC(=O)N1CCN(c2nc(-c3ccc(Cl)cc3)nc(C)c2Cc2ccccc2)CC1
  -5 | -4 | -5
COC(=O)CN1CC2(CCN(C(=O)/C=C/c3cc(F)ccc3F)CC2)OC1=O
  / | 0 | -5
CC(O)CN1CCN(CCC(=O)N2CCCCC2)CC1 (configuration not stated)
  / | 6 | -6
Cc1ccoc1C(=O)Nn1cnc2ccccc2c1=O
  / | 0 | -16
C#CCOCC(O)CN(CCc1nc(-c2cccc(Cl)c2)no1)Cc1ccccc1 (configuration not stated)
  -3 | 0 | -2
COc1c(C)cc(C)cc1-c1nccn1CC1CCCOC1 (configuration not stated)
  / | 2 | -1
Cc1ccc(C2c3nc[nH]c3CCN2Cc2cc(C)ccc2O)cc1 (configuration not stated)
  / | -4 | -2
CN(CC(F)F)S(=O)(=O)c1c(F)cccc1Br
  / | 7 | -7
CCOC(=O)C1(CC2CC2)CCN(S(=O)(=O)c2ccc(Cl)cc2)CC1
  / | 5 | -6
S=c1[nH]nc(-c2cccnc2)n1Cc1ccccc1
  -4 | 0 | -6

# Full records, looked up by structure. Order of values: mcGAS inh	NPYLR7 ag	hcGAS lum
# S=c1[nH]nc(-c2cccnc2)n1Cc1ccccc1 reads -4	0	-6
# Cc1ccc(C)c(-n2nc(C)nc2C2CCNCC2)c1 reads /	3	-7

# Continuation:
# Every second line gives: mcGAS inh | NPYLR7 ag | hcGAS lum
COc1ccccc1C(C)NC(=O)CN1CCc2sccc2C1 (configuration not stated)
  / | 1 | -1
CC(C)CC(CN(C)C)NCc1cnc(C(C)(C)C)s1 (configuration not stated)
  / | 7 | -15
O=C(CCC1CCN(C(=O)C(=O)c2ccccc2)CC1)NCc1cccnc1
  -10 | 27 | -6
CCS(=O)(=O)Nc1ccc2c(c1)CCCN2C(C)=O
  / | 7 | -12
Clc1nc(-c2ccccc2CN2CCOCC2)ns1
  / | 8 | -2
Cc1ccc(Nc2nc(-c3ccccc3)c3cc(Br)ccc3n2)c(C)c1
  -3 | -1 | -3
O=S(=O)(c1cnc[nH]1)N1CCN(c2ccccc2)CC1
  / | 11 | -5
COCCN(Cc1ccc2c(c1)OCO2)Cc1ccc(C(O)(c2cccs2)c2cccs2)o1
  -6 | 2 | -6
CCc1ccc(S(=O)(=O)NCCNc2ccc(Nc3ccncc3)nn2)cc1
  / | 14 | -7
COc1ccc(C(=O)N2CCN(Cc3cnc(C)n3C)CC2)cc1
  / | 11 | -4
O=C(CCC(=O)N1CCc2c([nH]c3ccccc23)C1)NCCc1ccc(O)cc1
  1 | 9 | 1
CC(=O)N1CCN(c2oc(-c3ccc(COc4ccccc4)o3)nc2C#N)CC1
  -5 | 1 | 1
Cc1nc2sc(C)c(C)n2c(=O)c1NC(=O)c1c(F)cccc1Cl
  / | 14 | -6
Cc1ccc(CCC(=O)NCCc2nc3ccc(F)cc3n2C)cc1
  / | 0 | -7
Cc1ccc(-c2ccc(S(N)(=O)=O)s2)c(-n2cccn2)c1
  / | 3 | -1
CC(C)COc1nc(-c2ccc(Cl)c(Cl)c2)n(-c2ccc(NC(=O)COCc3ccccc3)cc2)n1
  -6 | / | 0
COc1cc(=O)n(-c2ccccc2C)nc1C(=O)Nc1nc2ccccc2s1
  / | 1 | -7
CCc1ccc2nc(NC(=O)C3C4CC5CC(C4)CC3C5)sc2c1 (configuration not stated)
  -4 | -5 | -10
Cc1ccc(-n2c(SCC(=O)N3CCOCC3)nc3c([nH]c4ccccc43)c2=O)cc1
  -7 | 1 | -10
CCOC(=O)C1=C(C)N(c2ccccc2)C(=S)NC1c1ccc(OC)cc1 (configuration not stated)
  -5 | -8 | -7
COc1cc(=O)n(-c2ccccc2)nc1C(=O)Nc1ccc(OC(F)(F)F)cc1
  / | 3 | -8
CC(C)OC(=O)c1cc(NC(=O)[C@@H]2CCCO2)ccc1Cl
  / | 0 | -8
O=C(NCC1CC1)c1nn(-c2ccc(Cl)cc2)c(=O)n(Cc2cccc(F)c2)c1=O
  -4 | 14 | -6
O=C(Cn1cnc2sccc2c1=O)NC1CC1
  / | 11 | -8
O=C(CNc1ccccc1N1CCCC1=O)NCc1ccco1
  -2 | 6 | 3
Cc1cccnc1CN1CCN(Cc2[nH]c3ccc(Cl)cc3c2C)CC1
  / | -3 | -1
CC1C(=O)N2CCCc3cc(NC(=O)C(=O)NCCN4CCOCC4)cc1c32 (configuration not stated)
  / | 11 | 4
CNC(=O)c1cc(S(=O)(=O)Nc2cc(C(=O)O)ccc2C)cs1
  -2 | -1 | 6
COc1ccc(-c2cnc(-c3cccc(CNC(=O)C(C)(C)OC(C)=O)c3)[nH]2)cc1
  -6 | 4 | -2
C=CCN(Cc1ccccc1C)Cc1cc(C)nn1C
  -13 | 6 | -5
CCc1n[nH]c(=S)c2cc3sccc3n12
  -2 | 1 | -6
CN(Cc1nc(-c2ccco2)no1)Cc1n[nH]c2c1CCC2
  / | 5 | -1
c1cnn(-c2ccc(CSc3nnnn3C3CCCC3)cc2)c1
  / | 7 | -3
CCC1CN(C(=O)CCCn2cncn2)CCC(=O)N1Cc1ccccc1 (configuration not stated)
  -13 | 8 | -5
Cc1cccc(NC2(C(F)(F)F)N=C(c3ccccc3)NC2=O)n1 (configuration not stated)
  -5 | -7 | 1
Cn1c(=O)c2c(nc(SCc3nc(N)nc(N4CCOCC4)n3)n2C)n(C)c1=O
  / | 0 | -10
O=C(Nc1ccccc1Cl)N1CC(=O)N2CCc3ccccc3C2C1 (configuration not stated)
  -7 | 18 | -8
COC1CCN(c2ccc(C(=O)NCCCc3c(C)noc3C)cn2)CC1
  / | 3 | -12
CCOc1ccc2ncc(C#N)c(Nc3ccc(F)c(Cl)c3)c2c1
  -9 | -2 | -5
Cc1nn(C(C)C(=O)N2CC(C)CC(C)C2)c(=O)c2cc3occc3n12 (configuration not stated)
  -3 | 3 | -10
CC(C)CN(CC1CN(CC(C)O)CCO1)C(=O)COc1ccccc1 (configuration not stated)
  / | -4 | -3
O=C(Nc1ccc(C(=O)n2ccccc2=NC2CCCCC2)s1)C1CC1
  / | 2 | -4
Cc1cccc(Cc2nc3c(c(N4CCOCC4)n2)CN(S(=O)(=O)c2cccc4ccccc24)CC3)c1
  -5 | 1 | -9
Cn1cccc1-c1nnc(SCC(=O)c2ccc3c(c2)OCCCO3)o1
  -4 | -5 | -3
O=C(NS(=O)(=O)N1CCc2ccccc2C1)c1ccoc1
  / | -8 | 0
COc1ccc(CCOC(=O)[C@@H]2CCCN2C(=O)c2csc(C)n2)cc1OC
  -5 | 2 | -5
COCCN(Cc1nccn1Cc1cccc(C)c1)C(=O)c1ccc(F)cc1
  -5 | 8 | 5
O=c1[nH]cnc2ncccc12
  / | -3 | 2
CCc1nnc(CNC(=O)c2cc(C)nc3cc(F)ccc23)s1
  -11 | / | -8
COc1cc(NC(=O)c2ccc3c(c2)NC(=O)CS3)cc(OC)c1
  / | -3 | -11
Cc1ccc(-n2nc(C(=O)NCc3cccnc3)c(=O)n(Cc3cccc(C(F)(F)F)c3)c2=O)cc1
  -4 | 15 | -1
c1cnc(Oc2ccc(CNCc3cccnc3N3CCOCC3)cc2)nc1
  / | 27 | -11
Cc1n[nH]c(C)c1Sc1ccccc1NC(=O)Cc1cccnc1
  -7 | 5 | -3
CN(C)c1ccc(CN2CCC(Cc3ccc(C(F)(F)F)cc3)CC2)c2ccccc12
  -5 | 1 | -2
CCCc1nc2oc3cc(OC)ccc3c(=O)c2c(=O)n1CCc1ccccc1
  / | 4 | -8
COC(=O)c1cc(C2CC2)nc2c1c(-c1ccc(C)cc1)nn2C1CCS(=O)(=O)C1 (configuration not stated)
  / | 3 | 1

# Sorted by molecular weight (rising): three of the compounds above.
# Every second line gives: mcGAS inh | NPYLR7 ag | hcGAS lum
COc1cc(NC(=O)c2ccc3c(c2)NC(=O)CS3)cc(OC)c1
  / | -3 | -11
c1cnc(Oc2ccc(CNCc3cccnc3N3CCOCC3)cc2)nc1
  / | 27 | -11
COC(=O)c1cc(C2CC2)nc2c1c(-c1ccc(C)cc1)nn2C1CCS(=O)(=O)C1 (configuration not stated)
  / | 3 | 1

# Rows were taken by chance. About 0.27% of those tested had a hit in this group.
